# ERp5 block: ERp5 (human) disulfide isomerase inhibition. 350,000 compounds, 0.05% hits. inhibition, % at 9.99 µM. ERp5 insulin aggregation, absorbance 650 nm, 90 min;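 active = mean replicate inhibition above about 25%, with every replicate also reaching it, limit read from the data, passing the limit was not always enough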
# Target sequence (Q15084 whole entry, looked up): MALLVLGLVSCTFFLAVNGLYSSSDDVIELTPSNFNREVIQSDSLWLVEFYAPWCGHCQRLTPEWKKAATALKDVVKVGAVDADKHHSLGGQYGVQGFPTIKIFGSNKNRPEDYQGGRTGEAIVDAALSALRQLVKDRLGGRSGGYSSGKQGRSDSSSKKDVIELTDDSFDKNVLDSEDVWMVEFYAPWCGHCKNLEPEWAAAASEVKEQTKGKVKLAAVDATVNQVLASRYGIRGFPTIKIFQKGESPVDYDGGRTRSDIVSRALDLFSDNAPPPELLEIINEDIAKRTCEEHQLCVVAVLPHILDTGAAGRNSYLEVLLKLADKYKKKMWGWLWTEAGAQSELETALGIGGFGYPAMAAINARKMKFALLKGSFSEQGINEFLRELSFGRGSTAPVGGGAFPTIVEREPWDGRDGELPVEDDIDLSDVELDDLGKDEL
# CASP6 VEID inh: blocks human caspase-6 cleavage activity | P55212 | purified caspase-6, Z-VEID-R110 cleavage fluorescence | inhibition, % at 12.5 µM | 350,000 compounds, 0.53% hits;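 active = mean inhibition across replicates at least about 35%, with every replicate also reaching that limit, limit read from the data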;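 also: 0% = median of neutral control wells and 100% = no fluorescence left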
# Target sequence (P55212 24-179 limits assumed): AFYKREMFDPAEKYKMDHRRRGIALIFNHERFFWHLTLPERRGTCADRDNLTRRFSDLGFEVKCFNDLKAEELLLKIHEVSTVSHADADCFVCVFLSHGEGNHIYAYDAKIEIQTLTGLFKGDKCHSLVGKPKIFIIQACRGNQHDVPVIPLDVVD
# Target sequence (P55212 194-293 limits assumed): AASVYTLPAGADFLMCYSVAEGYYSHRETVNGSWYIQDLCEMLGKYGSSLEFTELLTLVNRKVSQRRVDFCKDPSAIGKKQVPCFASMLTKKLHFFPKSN
# RAD52 anneal inh: RAD52 (human) annealing inhibition; recombinant RAD52 DNA annealing, FRET fluorescence; P43351; AID 651710; inhibition, % at 18.7 µM; 360,000 compounds, 0.46% hits;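 active = every replicate showing at least 50% inhibition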
# Active calls of the source: *. Only part of the results is shown; rates above refer to the full screens.
ERp5 block | CASP6 VEID inh | RAD52 anneal inh | SMILES
1 | -2 | -19 | COc1cc(CC(NC(C)=O)C(=O)NC2CCN(C(=O)Nc3ccccc3Cl)CC2)cc(OC)c1 (centres undefined)
1 | 10 | 8 | O=C(NCCO)c1cccc2c1-c1ccccc1C2=O
0 | -1 | 2 | Cc1ccc(C(=O)Nc2ccc(N3CCN(S(C)(=O)=O)CC3)cc2)cc1C
1 | 0 | 2 | OC1CCCN(Cc2nc(Cc3ccccc3Cl)no2)C1 (centres undefined)
-4 | -8 | -2 | CCCCNC(=O)C1c2ccccc2OCC(=O)N1CCCN1CCOCC1 (centres undefined)
-1 | 1 | -15 | CCOc1ccc(-c2cc(N3C(=O)Nc4ccccc4N3O)n[nH]2)cc1
1 | 2 | 10 | Cc1cccc(COC[C@H](CC(C)C)N2CCN(C(=O)c3ccc(C(C)(C)C)cc3)CCC2=O)c1
2 | 2 | -11 | CCC(=O)Nc1cccc(-n2nnnc2SCC(=O)c2ccc(C)c(C)c2)c1

# Some of these compounds in order of number of heavy atoms, high to low:
ERp5 block | CASP6 VEID inh | RAD52 anneal inh | SMILES
1 | 2 | 10 | Cc1cccc(COC[C@H](CC(C)C)N2CCN(C(=O)c3ccc(C(C)(C)C)cc3)CCC2=O)c1
-4 | -8 | -2 | CCCCNC(=O)C1c2ccccc2OCC(=O)N1CCCN1CCOCC1 (centres undefined)
1 | 0 | 2 | OC1CCCN(Cc2nc(Cc3ccccc3Cl)no2)C1 (centres undefined)

# Other structures:
ERp5 block | CASP6 VEID inh | RAD52 anneal inh | SMILES
4 | 3 | -11 | CCOC(=O)c1c(N)c(C#N)nn1-c1ccccc1C(=O)OC
-2 | 0 | -23 | CCOC(=O)[C@]12CCC=C1N(CCC1=CCCCC1)C(=O)[C@H](CC(=O)NCc1cccs1)C2
0 | -1 | -7 | Cn1c(CNC(=O)c2ccccc2F)nnc1SCC(=O)N1CCN(c2ccccc2)CC1
2 | 0 | 1 | Cc1ccc(S(=O)(=O)Nc2cccc3c2O[C@H](CN(C)Cc2ccc(Cl)c(Cl)c2)[C@H](C)CN([C@@H](C)CO)C3=O)cc1
-5 | -1 | -9 | CCOC(=O)C1(Cc2ccccc2C(F)(F)F)CCN(C(=O)c2cc(C)n(C)n2)CC1
3 | -2 | -21 | O=C(C1=C[C@@H](c2ccc(Br)cc2)C[C@@H](OCCCCO)O1)N1CCCCCCC1
1 | -3 | -28 | CC1CCCN(c2cccc3c2S(=O)(=O)N(Cc2cccc(Cl)c2)[C@@H](C)[C@H](c2ccccc2)O3)C1 (some centres undefined)
-8 | -3 | -13 | COc1coc(C(O)CN)cc1=O (centres undefined)
-5 | -5 | -7 | O=S(=O)(c1ccc(Cl)cc1)N1CCN(c2ncccn2)CC1
-2 | 1 | -3 | COc1ccc(NC(=O)Nc2ccc3c(c2)CC(=O)N([C@@H](C)CO)C[C@H](C)[C@@H](CN(C)S(C)(=O)=O)O3)cc1
-3 | -3 | -20 | O=C(/C=C/c1ccccc1)NCC(=O)N/N=C/c1ccccc1[N+](=O)[O-]
-2 | 35 | 13 | CC(C)(C)c1c(Cl)c(O)c(-c2ccccc2)c(=O)n1-c1ccccc1
1 | -3 | -19 | Cc1ccc(S(=O)(=O)c2c[nH]c3cc4c(cc3c2=O)OCO4)cc1
1 | 5 | -10 | CCOC(=O)C1CCN(C(=O)c2ccccc2NC(=O)c2ccc(Br)cc2)CC1
0 | 0 | -8 | O=C(CSc1n[nH]c(-c2ccccc2)n1)Nc1ccc(N2CCOCC2)cc1
2 | 3 | -1 | CCc1cc(C(=O)N=Nc2c(O)[nH]c3ccc([N+](=O)[O-])cc23)c2ccccc2n1

# 2 entries from above, reformatted.
smiles,ERp5 block,CASP6 VEID inh,RAD52 anneal inh
Cc1ccc(S(=O)(=O)c2c[nH]c3cc4c(cc3c2=O)OCO4)cc1,1,-3,-19
Cc1ccc(C(=O)Nc2ccc(N3CCN(S(C)(=O)=O)CC3)cc2)cc1C,0,-1,2

# Next section
ERp5 block | CASP6 VEID inh | RAD52 anneal inh | SMILES
6 | 0 | -18 | O=C(N[C@H]1C[C@@H]2O[C@H](CO)CC[C@@H]2O[C@@H]1CCc1ccc(-c2cccnc2)cc1)c1cccc(F)c1
-4 | 5 | -16 | COc1ccc(S(=O)(=O)N2CCC(NC(=O)C(Cc3cccc(OC)c3OC)NC(C)=O)CC2)cc1 (centres undefined)
1 | 4 | -2 | Nc1ccc(NC2C[C@@H](C(=O)O)NC2=O)cc1 (some centres undefined)
5 | -4 | 2 | CC(C)(O)c1cn([C@@H]2C[C@@H]3O[C@H](CO)CC[C@@H]3O[C@@H]2CCc2ccc(-c3cccnc3)cc2)nn1
-7 | -4 | 0 | O=C1C=C(NC2CCCC2)CC(c2ccccc2)C1 (centres undefined)
1 | 5 | -17 | CC(=C/c1ccccc1)/C=N/NC(=O)CSc1nc(C)cc(C)n1
3 | -2 | -44 | COc1ccc(CC(=O)O/N=C(\N)Cc2cccc3ccccc23)cc1OC
-3 | 1 | -10 | CNc1nc(N)c(C(=O)C23CC4CC(CC(C4)C2)C3)s1

# Whole records, looked up by structure:
# `CC(=C/c1ccccc1)/C=N/NC(=O)CSc1nc(C)cc(C)n1` across the screens: ERp5 block = 1; CASP6 VEID inh = 5; RAD52 anneal inh = -17
# `O=C(N[C@H]1C[C@@H]2O[C@H](CO)CC[C@@H]2O[C@@H]1CCc1ccc(-c2cccnc2)cc1)c1cccc(F)c1` across the screens: ERp5 block = 6; CASP6 VEID inh = 0; RAD52 anneal inh = -18
# `Nc1ccc(NC2C[C@@H](C(=O)O)NC2=O)cc1` (some centres undefined) across the screens: ERp5 block = 1; CASP6 VEID inh = 4; RAD52 anneal inh = -2

# Additional entries:
ERp5 block | CASP6 VEID inh | RAD52 anneal inh | SMILES
-13 | -7 | -7 | Cc1cc2ccccc2n2c(SCC(=O)NCC3CCCO3)nnc12 (centres undefined)
3 | 1 | -8 | COc1ccc(/C=N/NC(=O)CCSc2nc3ccccc3s2)cc1
4 | -4 | -60 | CCOc1ccc(C(=O)/C=C/Nc2ccc(S(=O)(=O)Nc3cc(C)nc(C)n3)cc2)cc1
-1 | -4 | -19 | O=C(O)CC(SCC(=O)Nc1ccc(Br)cc1)C(=O)O (centres undefined)
-9 | 4 | -15 | CCCOc1ccc(N2C(=O)CC(NCc3cccnc3)C2=O)cc1 (centres undefined)
-2 | 1 | 2 | O=C(C1CCOCC1)N1CC(=O)N2[C@@H](CO)[C@@H](c3ccc(C#CC4CCCC4)cc3)[C@@H]2C1
-2 | -2 | -5 | C1CCN(C2CCN(c3nc4nonc4nc3N3CCSCC3)CC2)C1
5 | 2 | -12 | CC(=O)Nc1nc2cccc([N+](=O)[O-])c2s1
1 | -4 | 2 | CC1=C([C@H](O)c2ccccc2)[C@H](CO)n2c(=O)n(-c3ccccc3)c(=O)n2C1
1 | 1 | -11 | Cc1sc2ncn(CC(=O)N3CCCCC3)c(=O)c2c1C
0 | 0 | -3 | Cn1cnc2cc(NC(=O)c3cccs3)ccc21
-10 | 1 | -13 | C=CCOC(=O)C(=O)/C=C/c1ccc(F)cc1
2 | 1 | -18 | COC(=O)COc1ccc(S(=O)(=O)N2CCCCCC2)cc1
1 | -1 | -6 | CCCCCN(C(=O)NC(=O)Nc1ccc(C)cc1)S(=O)(=O)c1ccccc1
1 | -4 | -10 | O=C(CSCc1ccc(Cl)cc1)NCc1ccccn1
2 | -1 | 1 | COc1ccc(S(=O)(=O)NC[C@@H]2CC[C@H]3[C@H](CN3Cc3cc(F)ccc3F)O2)cc1
3 | -2 | -12 | O=c1[nH]c(CNCc2cccnc2)nc2ccccc12
1 | 2 | -3 | COc1ccccc1NS(=O)(=O)c1cccc(N2CC(O)=C(c3ccccc3)C2=N)c1
1 | 6 | -11 | COc1ccc(NC(=S)NNC(=O)CNc2ccc(Cl)cc2)cc1
5 | 2 | 4 | C[C@@H]1CN([C@H](C)CO)C(=O)c2cc(NS(=O)(=O)c3cn(C)cn3)ccc2O[C@@H](C)CCCCO[C@H]1CN(C)S(=O)(=O)c1cccs1
-2 | -3 | -15 | CC1CCN(C(=O)c2ncn3c2C(=O)N[C@H](C)C3)CC1
4 | -18 | 7 | CNCC(O)CN1CCN(c2ccccc2OC)CC1 (centres undefined)
-2 | -5 | -11 | O=C(O)c1ccccc1Nc1ccc([N+](=O)[O-])cc1
-5 | 2 | -38 | Cc1ccc(N2C(=O)CC(c3c[nH]c4ccccc34)C2=O)cc1 (centres undefined)
-1 | 3 | 7 | O=C1c2ccccc2C(=O)N1Cc1cccnc1
7 | -87 | 22 | C[C@@H]1CN([C@@H](C)CO)C(=O)c2cc(NC(=O)CCCN(C)C)ccc2O[C@@H](C)CCCCO[C@H]1CN(C)C(=O)CCCN(C)C
-2 | -1 | -2 | O=C(COc1ccc2c(c1)CCC2)N1CCN(c2cccc(C(F)(F)F)c2)CC1
-5 | -2 | -3 | COc1ccc(N2CCN(C(=O)c3ccc(SC)cc3OC)CC2)cc1
0 | -1 | -81 | COC(=O)c1ccc2nc(-c3ccc(F)cc3)c(CC3CCCCC3)n2c1
1 | 5 | -49 | Cc1ccc(/C=C/C(=O)OCc2nc(N)nc(Nc3ccccc3C)n2)o1
3 | 8 | -1 | O=C1NC[C@@H](CCCCN2CCN(CC3CCCCC3)C(=O)C2=O)N(CC2CCCCC2)C1=O
4 | 1 | -3 | CCC(=O)N1CCN(c2ccccc2NC(=S)NC(=O)c2cccc([N+](=O)[O-])c2)CC1
-3 | 1 | -7 | Cn1c(-c2cccc(Br)c2)n[nH]c1=O
2 | -6 | -10 | Cc1ccc(S(=O)(=O)N(C(=N)N)c2nc(N(C)C)nc(N(C)C)n2)cc1
6 | 2 | -19 | C=CCN(c1ccc(Cl)cc1)S(=O)(=O)c1cccc(C(=O)O)c1
-3 | 1 | -9 | CCNC(=O)/C(C#N)=C/c1c(N2CCOCC2)nc2ccccn2c1=O
-3 | 2 | -8 | CCCN(C(=O)c1ccc(OCC(C)C)cc1)c1c(N)n(Cc2ccccc2)c(=O)[nH]c1=O
6 | -1 | -20 | CCOC(=O)Cc1csc(N/N=C/c2ccccc2)n1
-3 | 4 | 5 | Cc1ccc(NC(=O)c2ccccc2Cl)cc1-n1cnnn1
-5 | -6 | -27 | COc1cc(C(=O)NCC(c2cccnc2)N2CCN(c3ccc(F)cc3)CC2)cc(OC)c1OC (centres undefined)
3 | 2 | -9 | COc1ccccc1NC(=O)N1CCCCN2[C@@H](CO)[C@H](c3ccc(C#CC4CC4)cc3)[C@@H]2C1
-1 | -1 | -5 | COCC#Cc1ccc(CC[C@H]2O[C@H]3CC[C@@H](CO)O[C@H]3C[C@H]2n2cc(C(C)(C)O)nn2)cc1
-1 | -1 | -3 | COC(=O)C1(N2C(=O)O[C@@H](Cc3ccccc3)[C@H]2/C=C/C2CC2)CCCC1
6 | 2 | -17 | Cc1ccc2c(c1)CCCN2C(=O)NC1CCCCC1
-5 | 1 | -10 | Cc1cc(NC(=O)Cn2ccsc2=N)c([N+](=O)[O-])cc1C
4 | -5 | -16 | CC1CCCN(c2cccc3c2S(=O)(=O)N(Cc2ccc(F)cc2)[C@@H](C)[C@H](c2ccccc2)O3)C1 (some centres undefined)
6 | -5 | -7 | O=C1CCCCCN1CP(=O)(O)CN1CCOCC1
0 | -4 | -60 | CC(C)NC(=O)CSc1nnc(-c2ccc(F)cc2)c2ccccc12
2 | 0 | -3 | CCCCn1c(N)c(N(CCC(C)C)C(=O)C2CC(=O)N(c3ccc(OC)cc3OC)C2)c(=O)[nH]c1=O (centres undefined)
0 | -3 | -35 | Cc1cc(C(=O)COC(=O)c2ccc(Br)o2)c(C)n1Cc1ccco1
1 | -2 | -15 | CCCCC1CCC(C(=O)OCC(=O)N(CCOC)c2c(N)n(Cc3ccccc3)c(=O)[nH]c2=O)CC1 (centres undefined)

# Just ERp5 block and RAD52 anneal inh, for two of the compounds above:
mol	ERp5 block	RAD52 anneal inh
CC1CCCN(c2cccc3c2S(=O)(=O)N(Cc2ccc(F)cc2)[C@@H](C)[C@H](c2ccccc2)O3)C1 (some centres undefined)	4	-16
O=C1CCCCCN1CP(=O)(O)CN1CCOCC1	6	-7
